# From PubChem BioAssay
# Glioma ERSR ind: qHTS for Inducers of the Endoplasmic Reticulum Stress Response (ERSR) in Human Glioma: qHTS | AID 602332, 2012 | 0.02% of 420,000 active | Potency, µM, for the others: at the highest dose activation, most hits filed as activators | U87-MG GRP78 promoter luciferase reporter, 16 h; active = well fitted activation curve with a large enough effect; inconclusive = small, poorly fitted or top-dose-only effect; inactive = no such curve, though single readings can be large or run the other way; also: series mostly up to about 76 µM; % of control where 0% means no effect; nearly all actives have a fitted effect of over 35% in size
#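 Stably transfected U87-MG glioma cells carrying a GRP78-based luciferase sensor; 16 h compound incubation. Luminescence end-point read 10 min after Bright-Glo addition at room temperature.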
# Starred values were filed as active, the others as inactive; ? = inconclusive; & = joins results of further samples. Potency is read from the fitted curve at half-maximal effect. Not all compounds are listed (hit frequency here may not be typical).
# Sample of the layout (14 entries):
SMILES,Glioma ERSR ind
Cc1cn(C2CC(N=[N+]=[N-])C(CO)O2)c(=O)[nH]c1=O (stereo not drawn),-5%
C=CC[C@@H]1C=C[C@H](O/N=C(\C)CCN2CCc3nc(CC)c(CC)cc3C2)[C@H](CO)O1,-6%
Cc1nc2cnc(Oc3cccc(Cl)c3)nc2n(CCc2ccccc2)c1=O,-5%
CC(C)CN1CCCC2(CCN(C(=O)c3cnccn3)CC2)C1,-3%
CC(=O)SC[C@@H](Cc1ccccc1)C(=O)NCC(=O)OCc1ccccc1,?
CC(C)=CCC[C@](C)(O)C1CC=C(C)CC1 (stereo partly drawn),-4%
COc1ccc(-c2nc3cnc(N4CCN(C)CC4)nc3n(Cc3cccc(OC)c3)c2=O)cc1,-5%
Cc1nc2ccccc2nc1CN1CCOc2ccc(C3(O)CCN(c4ccccc4F)CC3)cc2C1,-6%
CCOC(=O)C1CCCCN1Cc1nc(N2CCN(C(C)=O)CC2)c2ccccc2n1 (stereo not drawn),-4%
Cc1ccc(OC2C(O)COC2/C=C/C#Cc2ccc(C(C)(C)C)cc2)cc1 (stereo not drawn),-3%&5%
N=C(C[C@@H](O)COc1ccccc1-c1ccccc1)N1CCCCC1,-5%
OC1OC[C@H](O)[C@H](O)[C@H]1O (stereo partly drawn),-6%
C=CC[C@@H]1C=C[C@@H](O/N=C\c2ccc(C(=O)N3[C@H](c4ccc(C)cc4)[C@@H](C)CC[C@H]3C(=O)OC)cc2)[C@@H](CO)O1,-3%
CO[C@H]1[C@H](NC(=O)c2cccs2)c2ccccc2C12CCN(Cc1cccn1-c1ccccn1)CC2,-3%

# The whole of this part, previewed entries included:
SMILES,Glioma ERSR ind
Cc1cn(C2CC(N=[N+]=[N-])C(CO)O2)c(=O)[nH]c1=O (stereo not drawn),-5%
C=CC[C@@H]1C=C[C@H](O/N=C(\C)CCN2CCc3nc(CC)c(CC)cc3C2)[C@H](CO)O1,-6%
Cc1nc2cnc(Oc3cccc(Cl)c3)nc2n(CCc2ccccc2)c1=O,-5%
CC(C)CN1CCCC2(CCN(C(=O)c3cnccn3)CC2)C1,-3%
CC(=O)SC[C@@H](Cc1ccccc1)C(=O)NCC(=O)OCc1ccccc1,?
CC(C)=CCC[C@](C)(O)C1CC=C(C)CC1 (stereo partly drawn),-4%
COc1ccc(-c2nc3cnc(N4CCN(C)CC4)nc3n(Cc3cccc(OC)c3)c2=O)cc1,-5%
Cc1nc2ccccc2nc1CN1CCOc2ccc(C3(O)CCN(c4ccccc4F)CC3)cc2C1,-6%
CCOC(=O)C1CCCCN1Cc1nc(N2CCN(C(C)=O)CC2)c2ccccc2n1 (stereo not drawn),-4%
Cc1ccc(OC2C(O)COC2/C=C/C#Cc2ccc(C(C)(C)C)cc2)cc1 (stereo not drawn),-3%&5%
N=C(C[C@@H](O)COc1ccccc1-c1ccccc1)N1CCCCC1,-5%
OC1OC[C@H](O)[C@H](O)[C@H]1O (stereo partly drawn),-6%
C=CC[C@@H]1C=C[C@@H](O/N=C\c2ccc(C(=O)N3[C@H](c4ccc(C)cc4)[C@@H](C)CC[C@H]3C(=O)OC)cc2)[C@@H](CO)O1,-3%
CO[C@H]1[C@H](NC(=O)c2cccs2)c2ccccc2C12CCN(Cc1cccn1-c1ccccn1)CC2,-3%
COc1c(O)c2c(=O)cc(OC)c3c4c(OC)cc(=O)c5c(O)c(OC)c6c(c(c1C[C@@](C)(O)[C@H]6C(C)=O)c23)c54,-7%
O=C(O)c1ccc2c3c1cccc3c(=O)n1c3ccccc3nc21,0%&3%
COc1ccc(CN(C)CCn2cc(C(=O)N3CCSCC3)nn2)cc1C,-3%
O=C(c1cc(C(F)(F)F)cc(C(F)(F)F)c1)N1CCC[C@@]2(CCN(c3ccncc3)C2)C1,-2%
COc1cccc(-c2cc(NCCc3c[nH]c4ccc(OC)cc34)ncn2)c1,3%
CN1C(=O)c2ccccc2C1=O,-4%
O=c1cc(-c2ccccc2Cl)oc2c([N+](=O)[O-])ccc(O)c12,0%
Cc1noc(C)c1-c1ccc2ncnc(NCc3cccnc3)c2c1,1%
CN(C)C(=O)c1ccc(-c2ccc3ncnc(NCCN4CCOCC4)c3c2)cc1,2%
O=C(NCC1Cc2cc(F)cc(-c3cccnc3)c2O1)c1cnn(-c2ccccc2)c1 (stereo not drawn),-3%
CN(C)c1ncc2nc(CCc3ccccc3)c(=O)n(-c3ccccc3)c2n1,-3%
COc1ccc(C(=O)N2CCC3(CCCN(C(c4ccccc4)c4ccccc4)C3)CC2)cc1,-3%
CCCCCCCC/C=C\CCCCCCCC(=O)OC[C@H](CO)OC(C)=O,-3%
O=C(Nc1cccc(F)c1)N1CC[C@@]2(CCCN(C(=O)c3cccc(F)c3)C2)C1,-4%
Cc1ncc2c(c1CNC(=O)c1cncs1)CCN(C(=O)c1cc(F)c(F)cc1F)C2,-3%
CSc1nc(C(=O)N2CCOc3ccc(CN4CCN(Cc5ccccn5)CC4)cc3C2)cs1,-3%
Cc1noc(C)c1-c1nc(N(C)C)c2ccccc2n1,-5%
CCCCCCCCCCCCCCC[C@@H](O)[C@H](CO)NC(C)=O,-4%
O=C(c1cnn(-c2nccc(-c3ccco3)n2)c1C1CC1)N1CCCCC1c1cccnc1 (stereo not drawn),-3%
COC(=O)c1c(OCc2ccccn2)cc(=O)n2c1CCN(Cc1ccc3c(c1)CCCN3C)CC2,-2%
CCC(CCC(C)C1CCC2C3CCC4CC(O)CC[C@@]4(C)C3CC[C@@]12C)C(C)C (stereo partly drawn),-1%
NC(Cn1ccc(=O)c(O)c1)C(=O)O (stereo not drawn),-5%
O=C(c1cccc(F)c1F)N1CCOc2ccc(CN3CCC(Oc4cccnc4)CC3)cc2C1,-1%
Nc1ncnc(Nc2ccc(Cl)cc2)n1,1%
Cc1nonc1CN(C)C(=O)C1CC12CCN(C(=O)/C=C/c1cccc(Cl)c1)CC2 (stereo not drawn),-1%
CS(=O)(=O)Nc1cccc(-c2nc(NCc3cccs3)c3ccccc3n2)c1,-3%
Cc1o[nH]c(=O)c1CCC(N)C(=O)O (stereo not drawn),-2%
COc1ccc2[nH]cc(CCNc3cc(-c4ccccc4OC)ncn3)c2c1,-2%
CN(C)C(=S)SC(=S)N(C)C,-2%
CCC(=O)OC1C(N(C)C)CC(C)O[C@H]1O[C@H]1[C@H](C)[C@@H](O[C@H]2CC(OC)[C@@H](O)C(C)O2)[C@H](C)C(=O)O[C@@H](CC)[C@](C)(O)[C@@H](O)[C@H](C)C(=O)[C@@H](C)C[C@]1(C)O (stereo partly drawn),-4%
CC[C@H](C)[C@H](NC(=O)[C@H](Cc1ccc(O)cc1)NC(=O)[C@@H](NC(=O)[C@@H](N)CCCN=C(N)N)C(C)C)C(=O)N[C@@H](Cc1cnc[nH]1)C(=O)N1CCC[C@H]1C(=O)N[C@@H](Cc1ccccc1)C(=O)O,-5%
O=c1c(-c2ccc(Cl)cc2)nc2cncnc2n1Cc1ccccc1,-2%
COc1cc(CN2CCOc3ccc(C(O)c4cccnc4)cc3C2)cc(OC)c1 (stereo not drawn),-2%
O=c1c(CCc2ccccc2)nc2cncnc2n1Cc1ccccc1Cl,-2%
Nc1nc2ccc([N+](=O)[O-])cc2s1,0%
Cc1cc(C)n(-c2cccc(C(=O)NCC3Cc4cc(Cl)cc(-c5cnccn5)c4O3)c2)n1 (stereo not drawn),-4%
ONCc1ccccc1,4%
Cc1nc2cnc(Nc3ccccc3)nc2n(Cc2cccs2)c1=O,-5%
COC(C(C)/C=C/CC(=O)OCCCc1ccccc1)C1CCCCC1 (stereo not drawn),-3%
CNCC[C@H](Oc1ccccc1OC)c1ccccc1,-3%&-3%
C[C@]12CCC(=O)C=C1[C@@H]1C[C@H]1[C@H]1[C@@H]3[C@@H]4C[C@H]4[C@@]4(CCC(=O)O4)[C@@]3(C)CC[C@@H]12,-3%
O=C(c1cccc(F)c1)N1CCC2(CCCN(Cc3ccncc3)C2)CC1,-4%
CCCn1c(=O)c(C)cn2nc(N)nc12,-3%&0%
Cn1cc(CNC2CCN(c3cccc(NC(=O)c4cccnc4)c3)CC2)cn1,-1%
CSc1nccc(-c2cc(Cl)c3c(c2)CC(CNC(=O)c2nonc2C)O3)n1 (stereo not drawn),-3%
CC(=O)Nc1ccccc1-c1nc(CNC(=O)c2ccc(-n3cccn3)cc2)c(C)o1,1%
# Remaining list, next part.
SMILES,Glioma ERSR ind
COc1ccccc1-c1cc(NCc2cccc(C)c2)ncn1,2%
CC(=O)NCc1c(I)c(NC(C)=O)c(I)c(C(=O)O)c1I,-4%
CC(C)(CNC(=O)c1cnn(-c2nccc(-c3ccccc3F)n2)c1C1CC1)N1CCOCC1,1%
Cc1ccc(S(=O)(=O)OCC2CN3C(CCC(C)C3c3ccc(Br)cc3)C(=O)O2)cc1 (stereo not drawn),-2%&-3%&-2%
O=c1c(CCc2ccccc2)nc2cnc(N3CCOCC3)nc2n1CCc1ccccc1,-6%
CCCc1nc2cccnc2n1C1CCN(C(=O)CC2NC(=O)c3ccccc32)CC1 (stereo not drawn),4%
CC(=O)Nc1ccc(OC(=O)c2ccccc2O)cc1,-10%
CCc1ccc2c(O)c3c(cc2c1C(=O)OC)C(=O)c1c(O)ccc(O)c1C3=O,-5%
NCC(O)COc1cccc2ccccc12 (stereo not drawn),-3%
COc1ccc2[nH]cc(CCNc3ncncc3-c3ccccc3C)c2c1,-2%
CC(C)(S)C(=O)N[C@H](CS)C(=O)O,-1%
C[C@H](C(=O)O)c1ccc2cc(O)ccc2c1,2%
CSCC[C@H](NC(=O)[C@H](CC(C)C)NC(=O)[C@@H]1CCCN1C(=O)[C@H](Cc1ccccc1)NC(=O)[C@H](Cc1ccccc1)NC(=O)[C@H](CCC(N)=O)NC(=O)[C@H](CCC(N)=O)NC(=O)[C@@H]1CCCN1C(=O)[C@H](CCCCN)NC(=O)[C@@H]1CCCN1C(=O)[C@@H](N)CCCN=C(N)N)C(N)=O,-7%
FC1(F)C(F)(F)C(F)(F)C2(F)C(F)(F)C(F)(F)C(F)(F)C(F)(F)C2(F)C1(F)F (stereo not drawn),-3%
COc1ccc(-c2ccc(-c3cc(=O)oc4cc(C)cc(C)c34)cc2)cc1,-2%
O=S(=O)(NCCCCCCc1ccccc1)c1cccc2c(Cl)cccc12,1%
Cc1ccc(C(=O)NCCc2nnc3n2CCN(Cc2cc(C)cc(C)c2)CC3)cc1,-1%
Cc1nc2cc(NC(=O)[C@@H]3C[C@@H](Sc4ccccn4)CN3Cc3ccccc3C)ccc2s1,-3%
CCC1CN2CCc3cc(OC)c(OC)cc3C2CC1CC1NCCc2cc(OC)c(OC)cc21 (stereo not drawn),-5%
Cn1cccc1C(=O)N1CCC2(CCCN(c3ccc(-c4ccccc4)cc3)C2)CC1,-2%
C/C(=C\CO)CCC(C)CCCC(C)CCCC(C)C (stereo not drawn),-2%
CC(C)(C)NC(=O)[C@H]1CN(Cc2cccnc2)CCN1C[C@@H](O)C[C@@H](Cc1ccccc1)C(=O)N[C@H]1c2ccccc2C[C@H]1O,-6%
CN(CCO)C(=O)c1cn(C2CCCN(Cc3cccc4ccccc34)C2)nn1 (stereo not drawn),-3%
COCC1CCCN(Cc2ccc3c(c2)CN(C(=O)c2cc(-c4ccccc4)n[nH]2)CCO3)C1 (stereo not drawn),-1%
O=C(c1cc(C(F)(F)F)cc(C(F)(F)F)c1)N1CCC2(CC1)CN(Cc1ccncc1)C2,-3%
COCc1c(C(=O)N2CC3CCC2C3)cnn1-c1nccc(-c2ccccc2OC)n1 (stereo not drawn),1%
Cc1c(C(=O)NCC2(c3ccccc3)CCOCC2)cnn1-c1nccc(-c2ccco2)n1,0%
Cc1cc(-c2ccnc(-n3ncc(C(=O)N4CCCCC4c4cccnc4)c3C3CC3)n2)c(C)s1 (stereo not drawn),-4%
O=C(c1csnn1)N1CCC2(CC1)CCN(c1ncccn1)CC2,-3%
COc1cccc(Nc2ncc3nc(-c4ccc(F)cc4)c(=O)n(CCC#N)c3n2)c1,-5%
COc1cccc(-c2nccc(NCc3ccc(OC)cc3OC)n2)c1,2%
CC1=C(/C=C/C(C)=C/C=C/C(C)=C/C=C/C=C(C)/C=C/C=C(C)/C=C/C(=O)[C@]2(C)C[C@@H](O)CC2(C)C)C(C)(C)C[C@H](O)C1,-1%
CSCC[C@@H]1NC(=O)C/C=C\[C@@H](C)COC(=O)[C@@H](CCSC)NC(=O)C/C=C\[C@@H](C)COC1=O,-4%
COc1ncc2nc(CCc3ccccc3)c(=O)n(C)c2n1,3%
CO,-3%
Oc1ccccc1,-1%
CC(C)CCCC(C)C1CCC2C3C(=O)C=C4CC(O)CC[C@@]4(C)C3CC[C@@]12C (stereo partly drawn),-5%
Cc1ccc(S(=O)(=O)N[C@H]2COC(=O)[C@H](C)COC(=O)[C@H](C)NC(=O)C/C=C\[C@H]2C)cc1,-4%
CCC1(C2CCN(Cc3ccoc3)CC2)NC(=O)N(CC2COc3ccccc3O2)C1=O (stereo not drawn),-3%
COc1cc(OC)cc(C(=O)N2CCCC(n3cc(C(=O)NCC(C)C)nn3)C2)c1 (stereo not drawn),-1%
Cc1cc(S(=O)(=O)NCc2nc(N3CCCC3)c3cc(Cl)ccc3n2)c(C)s1,-5%
Cc1noc(C)c1-c1cncnc1Nc1ccccc1,-1%
O=C1[C@H]2CCn3c(=O)n(-c4ccccc4)c(=O)n3[C@H]2[C@H](O)[C@H]2O[C@@H]12,-3%
COc1cc2c3cc1Oc1c(OC)c(OC)cc4c1[C@@H](Cc1ccc(OC(=O)c5ccc([N+](=O)[O-])cc5)c(c1)Oc1ccc(cc1)C[C@@H]3N(C)CC2)N(C)CC4,-4%&-6%
CC(=O)O[C@H]1C[C@H]2CC[C@@H]3[C@@H](CC[C@]4(C)[C@H](OC(C)=O)[C@H]([N+]5(C)CCCCC5)C[C@@H]34)[C@]2(C)C[C@H]1[N+]1(C)CCCCC1,-6%
CSCC[C@@H]1NC(=O)C/C=C\[C@@H](C)COC(=O)[C@H](C)COC1=O,-3%
